Bioassay records as filed in PubChem.
inhibitors of VEEV: inhibitors of VEEV TC-83 cytopathic effect, confirmation, Vero cells (AID 588727); Vero cells, VEEV TC-83 cytopathic effect inhibition; higher % means a stronger effect; inhibition, % at 20 µM, or IC50 in µM where a hit was titrated; hit rate 0.13% among 350,000; in the data active = a potency from the dose series; inconclusive = inhibition mostly from about 14% at the one dose, without a potency; inactive = the rest, 99 in 100 with inhibition below about 12%; note: strong numbers were not always called active
PhoP GFP inhibition: PhoP regulon inhibitors, Salmonella typhi PhoP promoter GFP reporter, confirmatory (AID 1850). Salmonella Typhi PhoP-promoter GFP reporter, fluorescence, 4 h; higher % means a stronger effect. one-dose inhibition, % at 50 µM; IC50 in µM for titrated hits. hit rate 0.33% among 310,000; in the data active = a potency from the dose series; inconclusive = inhibition mostly from about 25% at the one dose, without a potency; inactive = the rest, 99 in 100 with inhibition below about 19%;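 note: 0% = induced wells with vehicle and 100% = uninduced wells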
H37Rv inhibition: M. tuberculosis growth inhibition, HTS (AID 449762). M. tuberculosis H37Rv growth inhibition, 7H9 media; higher % means a stronger effect. inhibition, % at 25 µM, or IC50 in µM where a hit was titrated. hit rate 0.59% among 330,000; in the data active = a potency from the dose series; inconclusive = inhibition above about 70% without an active follow-up result;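 note: bacterial growth assessed after seven days of incubation; strong numbers were not always called active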
tuberculosis growth: growth inhibition of non-replicating M. tuberculosis (AID 488890) | hit rate 0.39% among 320,000 | inhibition, % at 25 µM, or IC50 in µM where a hit was titrated | Mycobacterium tuberculosis non-replicating, growth inhibition; higher % means a stronger effect; in the data active = a potency from the dose series; inconclusive = inhibition mostly from about 82% at the one dose, without a potency; inactive = the rest, 99 in 100 with inhibition below about 76%;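 note: plate controls were DMSO cells for no effect and high antibiotic wells for full effect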
influenza NS1A: NS1A inhibition, H1N1 influenza, cell based functional assay (AID 504329) | NS1A functional cell-based assay, percent inhibition; higher % means a stronger effect | inhibition, % at 12.5 µM, or IC50 in µM where a hit was titrated | hit rate 0.3% among 340,000; in the data active = a potency from the dose series; inconclusive = inhibition above about 27% without an active follow-up result; note: strong numbers were not always called active
inhibitors of VEEV 10K pilot screen: further read-out of inhibitors of VEEV, marked with its call; inhibition, %; measured here: 10K pilot screen inhibition
Starred values were filed as active, the others as inactive; i = inactive; ? = inconclusive; · = no result given; & = joins results of further samples.

SMILES	inhibitors of VEEV	PhoP GFP inhibition	H37Rv inhibition	tuberculosis growth	influenza NS1A	others
Cc1cccc(NC(=O)c2ccc(OCC3CCCO3)cc2)c1C (centres undefined)	2.0%	-5%	-6%	17%	-16%
COc1cccc(/C=N/NC(=O)c2ccc(OCc3cccc(Br)c3)cc2)c1	3.4%	-12%	-2%	72%	-5%
CCC(=O)Nc1ccc(N2CCC(C)CC2)cc1	i	2%	4%	11%	10%
NS(=O)(=O)c1ccc(N/N=C/c2ccccn2)c([N+](=O)[O-])c1	0.5%	8%	1%	3%	5%
CCC1CCCCN1CC(=O)c1c(C)[nH]c2ccccc12 (centres undefined)	1.8%	-5%	2%	17%	-12%
NC(=O)C1(N2CCCCC2)CCN(c2nc(-c3ccccc3)cs2)CC1	4.7%	0%	18%	35%	11%
COc1ccccc1-c1cc(C(=O)N2CCCc3ccccc32)no1	5.5%	6%	-1%	15%	-10%
O=C(Nc1ccncc1)C1CCN(S(=O)(=O)c2ccccc2)CC1	2.1%	15%	-9%	7%	-8%
COc1ccc(C(=O)Nc2ccc3ccccc3n2)cc1OC	1.5%	2%	11%	-7%	-1%
CCC(Oc1cc(Cl)ccc1Cl)C(=O)N1CCCN(C)CC1 (centres undefined)	1.8%	-5%	0%	1%	-2%
Cc1ccc(N2CC(C(=O)Nc3nnc(SCCC4OCCO4)s3)CC2=O)cc1 (centres undefined)	3.7%	-3%	-5%	54%	-2%
O=C(O)c1ccc(SCc2ccccc2)nc1	i	4%	-3%	-2%	-17%
Cn1nnnc1N=N/C(=N/Nc1ccccc1)c1ccccc1	1.9%	3%	?	6.5µM*	27µM*
Cc1cccc(N2CCC(NCc3c(C(=O)N4CCCCC4)nc4c(C)cccn34)CC2)c1	1.7%	0%	-2%	20%	4%
COc1cc2[nH]c(=S)nc(NCc3ccccn3)c2cc1OC	1.0%	·	·	·	0%
COc1ccc(C(=O)N2CCCC(C(N)=O)C2)cc1S(=O)(=O)N1CCOCC1 (centres undefined)	0.9%	·	-1%	-1%	-9%
CCOc1ccc(CCNC(=O)c2cccc(S(=O)(=O)N3CCOCC3)c2)cc1OCC	6.2%	-4%	-7%	-12%	-1%
Cc1ccc(N2C(=O)c3ccccc3C2(O)c2ncc[nH]2)cc1 (centres undefined)	2.2%	-10%	9%	1%	6%
Cc1cccc(-c2nnc(SCC(=O)Nc3cccc(C(=O)N4CCOCC4)c3)n2C)c1	1.4%	-11%	-2%	-6%	17%
O=[N+]([O-])c1cc([N+](=O)[O-])c2n[nH]c(-c3ccccc3)c2c1	0.6%	-5%	?	48%	·
O=C(COC(=O)C1Cc2ccccc2CN1C(=O)c1ccccc1Cl)Nc1ccc(N2CCOCC2)cc1 (centres undefined)	0.2%	7%	-2%	32%	8%
CS(=O)(=O)Nc1ccc(C(=O)NCc2ccccn2)cc1	2.6%	0%	1%	-9%	-1%	inhibitors of VEEV 10K pilot screen=0.4
COc1ccc(C(=O)COC(=O)/C=C/c2ccccc2[N+](=O)[O-])cc1	i	·	-1%	61%	6%
COc1ccc(CNc2nc3ccccc3n2C)c(OC)c1	0.2%	-5%	11%	1%	2%
O=C(N/N=C/c1ccc(N2CCOCC2)cc1)c1ccccc1OCCOc1ccccc1	8.0%	0%	?	13%	·
O=C(CCn1ccc([N+](=O)[O-])n1)NC1CCCCCC1	1.1%	0%	-10%	59%	-2%
CCCSc1nnc(CSc2nc3nc(C)cc(C)n3n2)o1	i	2%	7%	-2%	-2%
COCCOC(=O)C1=C(C)NC(=O)NC1c1cccs1 (centres undefined)	0.6%	-3%	3%	2%	-13%
Cc1ccc2nc(NC(=O)CN3C(=O)C4CC=CCC4C3=O)sc2c1 (centres undefined)	i	-2%	4%	11%	5%
CCn1c(SCC(=O)NC2CCCC2)nnc1-c1ccco1	0.2%	11%	4%	1%	3%
COc1ccc(C2N(c3cc(Cl)ccc3OC)C(=O)C3CCCN32)cc1OC (centres undefined)	i	-1%	-5%	15%	-1%
CC(=O)c1c(C)[nH]c(C(=O)NCCCN2CCCC2)c1C	i	9%	1%	-102%	6%
O=C(NNC(=O)C1CCCN(c2ncccn2)C1)c1ccc(F)cc1 (centres undefined)	0.1%	0%	-1%	-12%	3%
N#Cc1ccc(Cl)cc1NC(=O)COC(=O)c1cccc(S(=O)(=O)N2CCOCC2)c1	0.3%	·	0%	22%	7%
Cc1ccc(C(=O)CSc2nnc(CNc3ccc(C)cc3C)n2Cc2ccco2)cc1	8.7%	-8%&-2%	-1%	41%	10%
O=C(CCN1C(=O)/C(=C/c2cccs2)SC1=S)Nc1ccccn1	1.3%	4%	?	2%	-3%
Cc1cccc(C2(c3cccc(C)c3)CC2C(=O)NCC2CCCO2)c1 (centres undefined)	0.1%	-3%	-6%	-10%	-9%
N#Cc1cccc(NC(=O)CSc2cccc[n+]2[O-])c1	0.4%	·	5%	-9%	7%
O=C(CCC(=O)OCC(F)(F)C(F)F)Nc1ccc(Cl)cc1	i	4%	4%	-5%	-1%
CC(=O)c1c(C)nc(-c2ccc(Cl)cc2)nc1N	1.9%	9%	8%	0%	-22%
Cc1ccc(-c2ocnc2C(=O)N2CCOCC2)cc1	i	2%	0%	-14%	-2%
C/C(=N\NC(=O)Cn1ccc(C(F)(F)F)n1)c1ccc2c(c1)OCO2	1.6%	3%	2%	11%	-6%
CC(=O)NC(CC(=O)NC1CCCc2ccccc21)c1ccccc1 (centres undefined)	0.6%	-7%	-3%	5%	8%
Cc1ccc(S(=O)(=O)CCC(=O)OCC(=O)Nc2cc(S(=O)(=O)N3CCOCC3)ccc2Cl)cc1	0.9%	·	·	·	-6%
Cc1cc(S(=O)(=O)NCC(c2ccc3c(c2)OCO3)N2CCOCC2)ccc1F (centres undefined)	0.4%	-5%	-4%	3%	-4%

Next section (2 carried over from the part before).
SMILES	inhibitors of VEEV	PhoP GFP inhibition	H37Rv inhibition	tuberculosis growth	influenza NS1A	others
Cc1ccc(S(=O)(=O)CCC(=O)OCC(=O)Nc2cc(S(=O)(=O)N3CCOCC3)ccc2Cl)cc1	0.9%	·	·	·	-6%
Cc1cc(S(=O)(=O)NCC(c2ccc3c(c2)OCO3)N2CCOCC2)ccc1F (centres undefined)	0.4%	-5%	-4%	3%	-4%
CCc1ccc(Nc2n[n+](-c3ccccc3)c(/C=C/c3ccccc3)s2)cc1	·	5%	13%	28%	·
Cc1ccc(C2/C(=C(/O)c3cnn(-c4ccccc4)c3C)C(=O)C(=O)N2CCN2CCOCC2)o1 (centres undefined)	0.8%	-4%	-2%	-2%	-8%
C=CCc1ccccc1OCC(O)CN1CCOCC1 (centres undefined)	i	-11%	-2%	-3%	-4%
C=CCOc1ccc2c(CC)cc(=O)oc2c1C	0.4%	-2%	2%	21%	-17%
S=C(Nc1ccc(Oc2ccc(NC(=S)NC3CCCCC3)cc2)cc1)NC1CCCCC1	i	-10%	-4%	?	-13%
Cc1ccc(C(=O)NCC(=O)NCCCc2ccccc2)s1	0.2%	2%	-4%	6%	2%
Cc1ccc(S(=O)(=O)Nc2cccnc2)cc1	4.6%	-8%	3%	-11%	-9%
Cc1c(C(=O)Nc2ccc3c(c2)OCCO3)sc2ncnc(N3CCCCC3C)c12 (centres undefined)	13%	-12%	?	47%	13%
COc1ccc(CN2C(=O)c3ccccc3C2C(=O)NCC2CCCO2)c(OC)c1 (centres undefined)	0.5%	5%	-12%	-6%	2%
CCOC(=O)C1CCN(c2nc(-c3ccccc3)nc3c2oc2ccccc23)CC1	7.1%	-4%	?	69%	20%
Brc1ccc(OCCCOc2cccc3cccnc23)cc1	0.9%	-6%	9%	13%	-4%
Cc1ccc(-c2nnc(SCC(=O)N/N=C/c3c(C)nn(-c4ccccc4)c3C)n2-c2ccc(C)cc2)cc1	6.7%	-2%	6%	7%	-1%
COc1ccc(S(=O)(=O)Nc2ccc(F)c(F)c2)cc1C(=O)N1CCOCC1	0.2%	-2%	5%	-5%	3%
Cc1ccc(O)c(NC(=O)CCCC(=O)O)c1	i	-10%	-4%	-14%	0%
COc1cc(C2/C(=C(\O)c3ccc4c(c3)OCCO4)C(=O)C(=O)N2Cc2ccco2)cc(OC)c1OC (centres undefined)	0.7%	-4%	-14%	-5%	-3%
CC(NC(=O)CN(C)CC(=O)Nc1ccc(F)c(F)c1F)c1ccccc1 (centres undefined)	i	1%	-5%	-10%	1%
Cc1ncc(CN2CCCC(C(=O)Nc3ccc(-c4cccc(F)c4)cc3)C2)s1 (centres undefined)	3.9%	-5%	?	29%	-19%
C=CCn1cccc(C(=O)Nc2cc(OC)c(OC)c(OC)c2)c1=O	10%	1%	1%	-1%	·
COc1cc(S(=O)(=O)n2nc(C)cc2C)c(OC)cc1Cl	i	2%	-2%	2%	-9%
COc1cc(OC)cc(-c2nnc(SCC(=O)N3CCCc4ccccc43)o2)c1	5.9%	2%	-1%	40%	-5%
Cc1cc(-n2c(=S)sc3c(=O)n(-c4ccc(F)cc4)c(SCC(=O)O)nc32)ccc1Cl	0.5%	2%	-1%	-2%	4%
CC(C)c1onc(C(=O)N2CCCCCC2)c1[N+](=O)[O-]	0.1%	1%	0%	-14%	-9%
CC(C)C(=O)Nc1ccc(N2CCCC2)cc1	0.2%	-6%	-9%	50%	5%
CCC1(c2ccccc2)C(=O)N(C(=O)OC(C)(C)C)N1C(=O)OC(C)(C)C (centres undefined)	0.2%	-6%	-9%	-12%	-13%
CCCCCSc1nnc(-c2ccccc2NC(C)=O)c(=O)[nH]1	0.1%	-9%	4%	18%	1%
CCc1ccccc1OCC(=O)Nc1ccc(S(N)(=O)=O)cc1	i	1%	0%	-17%	7%
O=C(Nc1ccncc1)Nc1ccc(Br)cc1Cl	2.2%	-1%	-6%	53%	-6%
O=c1[nH]c(-c2ccccc2)ncc1Oc1ccccc1	4.8%	4%	0%	-4%	·
CC1CCN(C(=O)CCc2nnc3ccc(N4CCC5(CC4)OCCO5)nn23)CC1	i	-1%	-2%	1%	7%
CC(NC(=S)Nc1ccccc1Cl)C(c1ccccc1)N1CCOCC1 (centres undefined)	0.1%	-1%	1%	11%	1%
Cc1cc(C)cc(OCc2nnc(SCC(=O)c3ccc(Br)cc3)o2)c1	2.0%	3%	-5%	4%	-8%
CCOc1ccc(-c2nc(CSc3nncs3)cs2)cc1OC	i	-8%	6%	25%	-2%
O=C(c1ccc(S(=O)(=O)N2CCOCC2)cc1)N1CCOCC1	0.9%	-5%	-3%	5%	2%

As a short view, part of the list above:
SMILES	inhibitors of VEEV	PhoP GFP inhibition	H37Rv inhibition	tuberculosis growth	influenza NS1A	others
COc1cc(C2/C(=C(\O)c3ccc4c(c3)OCCO4)C(=O)C(=O)N2Cc2ccco2)cc(OC)c1OC (centres undefined)	0.7%	-4%	-14%	-5%	-3%
CC(NC(=O)CN(C)CC(=O)Nc1ccc(F)c(F)c1F)c1ccccc1 (centres undefined)	i	1%	-5%	-10%	1%
Cc1ncc(CN2CCCC(C(=O)Nc3ccc(-c4cccc(F)c4)cc3)C2)s1 (centres undefined)	3.9%	-5%	?	29%	-19%
C=CCn1cccc(C(=O)Nc2cc(OC)c(OC)c(OC)c2)c1=O	10%	1%	1%	-1%	·
COc1cc(S(=O)(=O)n2nc(C)cc2C)c(OC)cc1Cl	i	2%	-2%	2%	-9%
COc1cc(OC)cc(-c2nnc(SCC(=O)N3CCCc4ccccc43)o2)c1	5.9%	2%	-1%	40%	-5%
Cc1cc(-n2c(=S)sc3c(=O)n(-c4ccc(F)cc4)c(SCC(=O)O)nc32)ccc1Cl	0.5%	2%	-1%	-2%	4%
CC(C)c1onc(C(=O)N2CCCCCC2)c1[N+](=O)[O-]	0.1%	1%	0%	-14%	-9%
CC(C)C(=O)Nc1ccc(N2CCCC2)cc1	0.2%	-6%	-9%	50%	5%
CCC1(c2ccccc2)C(=O)N(C(=O)OC(C)(C)C)N1C(=O)OC(C)(C)C (centres undefined)	0.2%	-6%	-9%	-12%	-13%
CCCCCSc1nnc(-c2ccccc2NC(C)=O)c(=O)[nH]1	0.1%	-9%	4%	18%	1%
CCc1ccccc1OCC(=O)Nc1ccc(S(N)(=O)=O)cc1	i	1%	0%	-17%	7%
O=C(Nc1ccncc1)Nc1ccc(Br)cc1Cl	2.2%	-1%	-6%	53%	-6%
O=c1[nH]c(-c2ccccc2)ncc1Oc1ccccc1	4.8%	4%	0%	-4%	·
CC1CCN(C(=O)CCc2nnc3ccc(N4CCC5(CC4)OCCO5)nn23)CC1	i	-1%	-2%	1%	7%
CC(NC(=S)Nc1ccccc1Cl)C(c1ccccc1)N1CCOCC1 (centres undefined)	0.1%	-1%	1%	11%	1%
